# S1P1 ag-PAM: S1P1 (human) agonism or agonism potentiation; S1P1 CRE-bla cells, forskolin, beta-lactamase FRET, potentiator mode; S1P1 agonist co-added at EC20, 2 nM; 100% = saturating reference agonist, 0% = basal; activation, % at 9.5 µM; P21453; actives 0.57% (n = 56,000);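 active means activation above a cutoff set at the mean activation of all tested compounds plus 3 SD, cut at about 54% in these data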;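 further: forskolin at 4 µM as EC80 and the EC20 agonist is SEW2871; 100% = SEW2871 at its EC100 plus forskolin at EC80; some compounds past the cut are filed as inactive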
# 5-HT1A blocker: antagonists of human 5-HT1a serotonin receptor; P08908; CHO 5-HT1a Ga15 NFAT-bla reporter, antagonist mode; inhibition, % at 10 µM; actives 0.68% (n = 62,000); AID 612;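 active means inhibition above the mean of all tested compounds plus 3 SD, cut at about 43% in these data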;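 further: receptor stimulated by 5-CT agonist at 100 nM near EC80; beta-lactamase reporter measured by ratiometric fluorescence of a cleavable substrate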
# Target sequence (P08908 whole entry, looked up): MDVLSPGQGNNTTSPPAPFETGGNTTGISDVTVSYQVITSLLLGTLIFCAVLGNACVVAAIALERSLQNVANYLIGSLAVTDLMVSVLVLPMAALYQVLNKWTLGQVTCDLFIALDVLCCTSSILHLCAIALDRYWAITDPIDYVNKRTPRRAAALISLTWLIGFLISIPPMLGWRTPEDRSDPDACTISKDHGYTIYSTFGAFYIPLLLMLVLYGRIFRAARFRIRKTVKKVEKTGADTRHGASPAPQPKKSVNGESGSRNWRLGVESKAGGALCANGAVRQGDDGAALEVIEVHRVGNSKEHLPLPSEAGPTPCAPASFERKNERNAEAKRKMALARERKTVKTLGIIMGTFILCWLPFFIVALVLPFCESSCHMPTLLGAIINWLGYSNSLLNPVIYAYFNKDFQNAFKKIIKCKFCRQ
# S1P3 agonist: S1P3 (human) receptor agonism; Q99500; S1P3 NFAT-BLA reporter cells, FRET ratio; relative to 1 µM S1P, basal subtracted; activation, % at 4.5 µM; actives 0.1% (n = 60,000);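 active means activation above the screen-wide mean plus 3 SD, cut at about 4.5% in these data, passing the limit was not always enough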; further: some compounds called inactive have numbers as strong as hits
#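 Material: Human S1P3 NFAT-BLA reporter CHO cells | Incubation: Overnight plating, 4 h compound 37 °C, 2 h substrate RT | Signal: FRET β-lactamase substrate fluorescence, excitation 405 nm, 460/535 nm emission ratio, background-subtracted | Compound: 4.5 µM final, single dose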
# M1 antagonist: M1 muscarinic receptor (rat) antagonism; B-score at 10 µM; CHO-M1 cells, Fluo-4 calcium, ACh EC80 antagonist mode; stronger effect = lower value; P08482; actives 3.4% (n = 64,000); AID 628;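 active means calcium fluorescence response, raw or row-and-column corrected B-score, differing from the plate sample mean either way at a set confidence level, mostly lower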
# Target sequence (P08482 whole entry, looked up): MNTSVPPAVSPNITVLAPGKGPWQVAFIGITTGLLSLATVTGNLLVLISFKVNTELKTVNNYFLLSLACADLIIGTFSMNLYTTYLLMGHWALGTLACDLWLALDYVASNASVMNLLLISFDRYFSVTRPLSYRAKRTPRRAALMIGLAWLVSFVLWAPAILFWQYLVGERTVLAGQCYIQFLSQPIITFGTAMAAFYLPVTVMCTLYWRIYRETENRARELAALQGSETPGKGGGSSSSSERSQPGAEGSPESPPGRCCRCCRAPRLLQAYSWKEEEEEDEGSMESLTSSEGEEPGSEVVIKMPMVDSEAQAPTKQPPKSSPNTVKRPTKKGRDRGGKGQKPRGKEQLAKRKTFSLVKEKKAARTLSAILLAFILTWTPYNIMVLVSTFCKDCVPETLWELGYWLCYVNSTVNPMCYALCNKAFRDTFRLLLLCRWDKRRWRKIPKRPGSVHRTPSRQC
# Jurkat viability: cytotoxicity toward Jurkat cells; actives 1.2% (n = 56,000); inhibition, % at 4 µM; Jurkat E6.1 viability, ATP luminescence, 48 h; AID 463;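 active means inhibition above the mean inhibition of all tested compounds plus 3 SD, cut at about 28% in these data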
# M1 agonist: activates the M1 muscarinic receptor. CHO-M1 cells, Fluo-4 calcium fluorescence, agonist mode; stronger effect = higher value. B-score at 10 µM. actives 3% (n = 64,000). AID 626;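 active means fluorescence rise, raw or as B-score row- and column-corrected plate score, outside the 99.7% band of its plate's samples, either direction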
# HTR1E agonist: activates the human 5-HT1E serotonin receptor | activation, % at 6 µM | CHO 5-HT1E Ga15 NFAT-bla reporter, FRET; 0% DMSO wells, 100% control agonist wells | actives 0.69% (n = 65,000);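 active means activation above a set limit, the screen-wide mean activation plus 3 SD, cut at about 8.5% in these data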;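 further: 100% = positive control agonist at 1 µM giving full maximal response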
# 5HT1E antag: antagonists of human 5-HT1E serotonin receptor | inhibition, % at 6 µM | actives 0.99% (n = 65,000) | CHO 5-HT1E Ga15 NFAT-bla reporter, FRET, antagonist | P28566;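 active means inhibition above a set limit, the mean inhibition across every tested compound plus 3 SD, cut at about 29% in these data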;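 further: signal is the 460 over 535 nm emission ratio of beta-lactamase substrate; 0% = agonist plus DMSO wells and 100% = wells without agonist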
# HTR1A agonist: activates the human 5-HT1a serotonin receptor | P08908 | CHO 5-HT1a Ga15 NFAT-bla reporter, FRET ratio; 0% basal, 100% maximal reference agonist | activation, % at 10 µM | actives 0.56% (n = 65,000) | AID 567;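 active means activation above the screen-wide mean activation plus 3 SD, cut at about 19% in these data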;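 further: 0% = DMSO wells and 100% = 5-CT at EC100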
# Starred values were filed as active, the others as inactive; · = no result given.
SMILES,S1P1 ag-PAM,5-HT1A blocker,S1P3 agonist,M1 antagonist,Jurkat viability,M1 agonist,HTR1E agonist,5HT1E antag,HTR1A agonist
O=C(COc1ccccc1)N1CCN=C1SCc1cccnc1,2,4,-0.1,0.31,4,0.6,0.7,-13,-0.6
O=C(O)c1cccc(S(=O)(=O)NCc2cccs2)c1,-9,1,0.0,-0.07,-3,0.18,-0.3,9,-1.8
c1ccc(COn2c(-c3ccccc3)nc3c2CCc2nonc2-3)cc1,3,-2,-1.4,0.061,2,-1.1,0.5,-6,-0.4
N#Cc1nc(-c2cccc3ccccc23)oc1NCCN1CCOCC1,-16,-8,0.2,0.14,-2,0.94,1.5,4,1.6
O=C(NC1CC1)c1ccc(-c2nc3ccccc3s2)s1,-13,3,-0.8,0.28,3,1,-1.1,-6,-2.2
Cc1cc(=O)n2nc(N3CCCC3C(=O)NCc3ccccn3)sc2n1 (configuration not stated),4,-11,-0.4,-0.029,3,0.56,-0.5,-5,-0.7
COc1ccccc1NS(=O)(=O)c1ccc(OC)c(OC)c1,6,-6,-0.2,0.37,8,-0.13,-0.1,26,-2.7
Cc1ccc(C(=O)N(CC(=O)NC2CCCC2)Cc2cccs2)s1,2,0,0.6,0.44,-5,0.14,0.0,-3,1.4
COc1cccc(N2C(=O)C(CC(=O)Nc3ccc(F)cc3)N(C3CCCCC3)C2=O)c1 (configuration not stated),·,-5,-1.2,-1,-7,-0.2,-0.6,-10,-2.3
COc1ccc(C(=O)Nc2ccc(-c3cn4ccsc4n3)cc2)cc1S(=O)(=O)N1CCOCC1,-26,-11,-0.8,-0.055,10,0.83,0.6,20,0.4
COc1ccccc1CCNC(=O)CSc1nc(-c2ccco2)cc(C(F)(F)F)n1,9,-10,0.2,-0.36,-5,-0.65,0.8,-6,-2.6
O=C(COC(=O)CCNS(=O)(=O)c1ccc2c(c1)OCCO2)NC1CCCc2ccccc21 (configuration not stated),4,0,9.6,-0.78,3,-0.86,-0.2,-9,-1.9
COc1ccc(-n2c(C)cc(C(=O)COc3ccc(-n4cnnn4)cc3)c2C)cc1,11,-1,-0.7,0.07,10,0.11,-0.6,0,-2.5
CCOc1ccc(CCNC(=O)C2CCN(c3ccc(N4CCOCC4)nn3)CC2)cc1OCC,21,8,-1.1,0.062,18,0.52,-0.9,15,0.5
CCOC(=O)c1c(C)c(C(=O)NC2CCCCCC2)c(C)n1C,-21,0,-0.5,-0.026,-9,-0.5,0.1,-3,-4.0
Cc1ccccc1C(C(=O)NCc1ccco1)N(CC1CCCO1)C(=O)Cn1nnc2ccccc21 (configuration not stated),15,10,-1.2,0.67,6,-0.0035,0.4,5,-1.8
N#Cc1ccc(COC(=O)CSc2nnc(C3CCCCC3)n2N)cc1,-12,6,-0.5,-1.2,2,-0.011,0.6,1,-0.4
O=C(OCC(=O)N1CCCCCC1)c1cccs1,5,-7,-0.6,-0.2,3,-0.67,0.3,-1,-0.4
COc1cc2c(=O)n(Cc3ccccc3)c(=O)n(CC(=O)NCC3CCCO3)c2cc1OC (configuration not stated),·,-6,·,-1.4,·,1.3,0.4,2,-2.0
CCCCc1cc2c(c(NC(=O)CC)n1)c(=O)oc1ccccc12,·,7,-0.4,-0.21,0,0.078,1.3,-3,-1.3
N#Cc1c(/N=C/c2cccs2)sc2c1CCC2,7,1,-0.8,-0.26,5,-0.02,-0.3,-5,-1.3
CC(C)(C)OC(=O)N1CCC(C(=O)N[C@H](Cc2ccccc2)C(=O)O)CC1,15,-10,-0.5,0.33,-3,-1.4,0.8,0,-6.0
Cc1nc2nc(C)c(CCC(=O)N3CCc4ccccc43)c(C)n2n1,-19,-5,-0.8,0.36,8,-0.4,0.6,7,-2.4
Cc1ccc(C(=O)O)cc1S(=O)(=O)N1CCOCC1,3,2,-0.3,-0.29,-3,0.41,-0.1,-3,-2.6
O=C(c1ccccc1OCc1ccccc1Br)N1CCN(c2ncccn2)CC1,5,27,0.4,0.68,-6,0.77,0.0,7,1.1

# (further entries)
SMILES,S1P1 ag-PAM,5-HT1A blocker,S1P3 agonist,M1 antagonist,Jurkat viability,M1 agonist,HTR1E agonist,5HT1E antag,HTR1A agonist
CC(=O)NC(C)c1nc2ccccc2n1Cc1ccccc1F (configuration not stated),·,-5,·,0.25,·,-0.69,-0.3,-2,-0.8
COC(=O)c1ccc(C)c(NC(=O)CN(c2ccc3c(c2)OCO3)S(C)(=O)=O)c1,·,12,-0.7,0.046,-2,-1.4,0.8,-3,-1.1
O=C1CSc2ccccc2N1Cc1ccc(F)cc1,·,9,·,-0.18,·,0.063,-0.6,7,-2.1
COC(=O)C(O)(NC(=O)NC(C)=O)C(F)(F)F (configuration not stated),-24,-4,-0.9,-0.34,6,0.47,-0.9,-6,0.7
CC(=O)OC1C(OC(C)=O)N(C(C)=O)C(=O)N1C(C)=O (configuration not stated),10,-10,-1.2,1.9*,1,1.7,1.0,-1,-3.2
CC(C)Nc1ncnc2c1cnn2-c1ccccc1,-2,27,0.9,0.39,-5,-0.73,0.1,0,-2.0
COc1ccc(CCn2c(-c3ccco3)nc3nc4ccccc4nc32)cc1OC,-5,-16,-1.1,-0.76,4,5.9*,0.4,6,1.9
Brc1ccccc1-c1nnc(-c2cccnc2)o1,-20,-8,-0.8,-0.65,0,-0.025,-0.8,6,-1.5
CCOC(=O)c1cnc(SCC(=O)N2CCc3ccccc32)nc1N,-21,-7,-0.8,0.38,-3,-0.53,-0.2,5,-1.1
OC1CCN(c2c3c(nc4cc(-c5cccc(F)c5)nn24)CCCC3)CC1,·,2,·,0.014,·,7.1,0.5,31*,0.7
CN1CCN(CC(O)COCc2ccc3c(c2)OCO3)CC1 (configuration not stated),6,-9,0.3,0.38,-4,0.092,0.3,0,-1.8
COc1ccc(CCNC(=O)c2cc(-c3cc(C)c(C)cc3O)n[nH]2)cc1OC,-21,3,-0.8,0.21,12,-0.04,0.1,14,2.5
CC(C)(C)c1ccc(OCC(=O)NCc2ccco2)c(Br)c1,-23,-5,-0.9,0.23,14,0.0032,0.0,-6,-0.6
CCCn1nnc(NC(=O)COc2cc(C)ccc2C(C)C)n1,·,-13,-0.8,-0.12,12,-0.7,-0.1,11,-3.6
Cc1ccc(Cn2c(SCc3cccnc3)nc3c2c(=O)n(C)c(=O)n3C)cc1,-10,5,-1.4,-0.21,5,0.039,0.4,5,29*
COc1ccccc1C1NC(=O)NC(C)=C1C(=O)Nc1cccc(C)c1C (configuration not stated),3,9,-1.8,-0.43,8,-0.3,-1.7,8,-2.9
O=C(NCc1ccco1)c1csc(Nc2ccccc2Cl)n1,0,-4,1.3,-0.021,-8,0.77,1.1,-4,-1.5
CCc1ccc2[nH]cc(C(=O)N3CCCCCC3)c(=O)c2c1,12,4,-1.0,0.7,13,1.7,-0.4,11,-1.6
CC(C)Cc1nnc(NC(=O)CSc2ncn[nH]2)s1,-14,-8,0.2,·,0,·,6.3,2,112*
CCOc1ccc2[nH]c(=O)c(CN(CCN3CCOCC3)Cc3nnnn3C(C)(C)CC)cc2c1,-11,-2,0.2,-0.3,-6,-0.13,1.3,7,-2.2
CC(C)c1ccc(NC(=O)CSc2nnc(-c3ccccn3)n2C)cc1,-11,-7,-0.8,1.3,-5,0.17,0.3,0,-1.1
Cn1c(CNc2cccc(Cl)c2)nnc1SCC(=O)OC1CCCCC1,-14,13,-0.2,-2.7,3,-0.68,-0.3,-8,-5.2
O=C(CCN1C(=O)c2ccccc2C1=O)Nc1ccc(S(=O)(=O)NC2=NCCCCC2)cc1,-4,-15,-0.7,0.76,-8,-1,-0.3,1,0.0
CCOC(=O)c1cnc(SC)nc1Nc1cccc(F)c1,-21,0,-2.6,-0.7,-5,-0.63,0.1,-1,-2.8
CCCCOC(=O)CCc1nc2ccccc2[nH]1,-1,·,-1.5,0.34,·,3.6*,-0.6,1,-2.6

# (more compounds)
SMILES,S1P1 ag-PAM,5-HT1A blocker,S1P3 agonist,M1 antagonist,Jurkat viability,M1 agonist,HTR1E agonist,5HT1E antag,HTR1A agonist
COc1cccc(C(N)CC(=O)O)c1 (configuration not stated),-5,-1,-0.2,1.1,-5,0.083,0.0,1,-2.0
CC1(C)CC(=O)C(C=NCCCO)=C(O)C1,9,7,-1.2,-0.028,-2,-0.99,-1.8,4,-0.6
CCOC(=O)/C(C#N)=C(\N)C(C)C(=O)Nc1ccccn1 (configuration not stated),-21,8,-1.1,-0.025,0,0.44,0.9,-16,-2.3
Cc1cc(Br)ccc1NC(=O)CNC(=O)CSc1n[nH]c(N)n1,5,-16,-0.4,0.0068,-4,0.26,0.2,-1,-0.1
COc1ccccc1-c1c(C)oc2c(CN3CCN(C)CC3)c(O)ccc2c1=O,4,·,-3.1,0.019,·,0.18,-0.5,-7,0.8
Cc1cnc(-c2nnc(N(C)C(=O)c3ccncc3)s2)cn1,6,-1,-0.9,0.061,0,0.63,-0.4,5,-2.2
Cc1cccc(-n2c(N)cc(=O)nc2SCC(=O)Nc2ccccc2)c1,·,6,·,0.17,·,2.8*,0.4,-1,0.1
Cc1nnc(NC2CCCCC2)[nH]c1=O,·,-4,-0.3,-0.46,-2,0.1,0.3,6,-0.9
CCOc1ccc(C2CC(c3ccccc3)Nc3nc(N)nn32)cc1 (configuration not stated),-5,·,-2.3,0.45,·,-0.036,0.8,7,1.5
Cc1ccc2c(CSc3nc4ccccc4c(=O)n3CCCO)cc(=O)oc2c1,-20,16,-0.4,-0.19,1,10*,-0.4,33*,-0.6
CCN(CC)S(=O)(=O)c1cccc(C(=O)N2CCCCC2)c1,-4,-3,-0.8,1.1,-2,-0.78,0.3,-1,0.1
Cc1ccc(NC(=O)NC(=O)CSc2nnnn2C)c(C)c1,10,2,-0.7,0.19,0,-0.97,0.1,-2,-2.5
O=C(NCc1cccs1)C1CCC(=O)N1C1CCCCC1 (configuration not stated),7,4,-0.7,-0.17,6,-0.37,-0.5,5,-3.5
COc1ccc(OC)c(S(=O)(=O)N(C)CC(=O)O)c1,-2,-8,0.0,0.1,-7,-0.28,0.3,-9,0.8
CCn1c2ccccc2c2nnc(SCCCn3c(=O)[nH]c4ccccc43)nc21,-52,19,-0.5,-1.4,6,0.22,1.9,26,2.1
Cc1c(NC(=O)Nc2ccc3c(c2)OCO3)c(=O)n(-c2ccccc2)n1C,-27,0,-0.3,-1.6,0,0,-0.1,-9,-4.9
CN(CC(=O)NC1CCCCCC1)S(=O)(=O)c1ccccc1,0,-16,-0.3,0.32,4,-0.85,1.9,-8,1.0
Oc1ccccc1NCC(O)Cn1ccc2ccccc21 (configuration not stated),21,-6,0.3,-0.45,1,-0.91,0.9,-1,-0.8
COc1ccc(NC(=O)CC2C(=O)N(c3cccc(OC)c3)C(=O)N2C2CCCCC2)cc1 (configuration not stated),·,-2,·,0.89,·,-0.096,-0.2,1,0.1

# Exported with bars between the fields: 3 of the compounds above
compound | S1P1 ag-PAM | 5-HT1A blocker | S1P3 agonist | M1 antagonist | Jurkat viability | M1 agonist | HTR1E agonist | 5HT1E antag | HTR1A agonist
Cc1nnc(NC2CCCCC2)[nH]c1=O | · | -4 | -0.3 | -0.46 | -2 | 0.1 | 0.3 | 6 | -0.9
CCOc1ccc(C2CC(c3ccccc3)Nc3nc(N)nn32)cc1 (configuration not stated) | -5 | · | -2.3 | 0.45 | · | -0.036 | 0.8 | 7 | 1.5
Cc1ccc2c(CSc3nc4ccccc4c(=O)n3CCCO)cc(=O)oc2c1 | -20 | 16 | -0.4 | -0.19 | 1 | 10* | -0.4 | 33* | -0.6

# Hits appear at their usual frequency, and some 8.9% of all compounds hit somewhere here.
